Screening results as filed in PubChem.
Bim-Bcl-2 = human Bim-Bcl-2 interaction inhibition | P10415 | Bead-based flow cytometry, Bim peptide-Bcl-2 binding | inhibition, % at 10 µM | 190,000 compounds, 0.06% hits | AID 950; in the data active = inhibition above about 40%; inconclusive = no clear call, values can overlap the other calls;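 note: 0% = no compound wells with probe peptide and 100% = reference peptide inhibitor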
RGS7-Gao = modulates binding of RGS7 to human Galphao. 220,000 compounds, 0.35% hits. Multiplexed bead flow cytometry; actives lie on both sides. P09471. AID 1439. binding response (% of control), % at 10 µM; in the data active = binding response below about 49% or above about 150%; inconclusive = no clear call, values can overlap the other calls; inactive = in between;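 note: fluorescent Galphao held in activated GDP-AlF4 state binding bead-coupled RGS7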
Target sequence (P09471 whole entry, looked up): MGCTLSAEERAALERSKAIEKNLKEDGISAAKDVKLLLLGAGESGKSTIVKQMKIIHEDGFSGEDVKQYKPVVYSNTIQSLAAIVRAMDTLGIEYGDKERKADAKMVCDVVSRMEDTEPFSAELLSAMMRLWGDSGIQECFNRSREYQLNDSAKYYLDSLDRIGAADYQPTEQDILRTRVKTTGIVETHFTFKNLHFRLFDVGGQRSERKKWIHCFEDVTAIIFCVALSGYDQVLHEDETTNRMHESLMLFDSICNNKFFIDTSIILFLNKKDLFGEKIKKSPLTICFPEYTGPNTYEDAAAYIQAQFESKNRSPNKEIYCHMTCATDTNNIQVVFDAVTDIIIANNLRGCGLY
Mcl1-Noxa inh = disrupts binding of human Mcl-1 to Noxa peptide; Q07820; TR-FRET Mcl-1/Noxa peptide binding, 2 h; AID 1022; 220,000 compounds, 1.5% hits; inhibition, % at 21.7 µM;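 active = compounds that cut the protein-peptide binding signal by more than 50% relative to plate controls in a single-dose test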;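 note: His-tagged Mcl-1 with rhodamine Noxa BH3 peptide and terbium anti-His antibody; 0% = Mcl-1 plus Noxa peptide wells and 100% = peptide-only wells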
Target sequence (Q07820 whole entry, looked up): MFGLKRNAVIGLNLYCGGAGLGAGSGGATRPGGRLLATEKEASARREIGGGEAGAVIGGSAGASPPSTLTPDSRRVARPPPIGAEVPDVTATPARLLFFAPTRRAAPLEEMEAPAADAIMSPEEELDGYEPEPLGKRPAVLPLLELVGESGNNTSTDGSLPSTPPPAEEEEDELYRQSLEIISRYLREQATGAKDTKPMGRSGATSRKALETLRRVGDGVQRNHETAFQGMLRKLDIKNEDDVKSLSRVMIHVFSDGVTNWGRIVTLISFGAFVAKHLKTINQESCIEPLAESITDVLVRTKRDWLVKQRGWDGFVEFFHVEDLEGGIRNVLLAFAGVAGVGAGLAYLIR
RGS8-Gao reg = regulators of human RGS8-Galphao interaction | multiplexed bead flow cytometry, RGS8-Galphao binding; actives lie on both sides | response (percent of control binding), % at 10 µM | 220,000 compounds, 0.34% hits | AID 1423; in the data active = response below about 60% or above about 140%; inactive = in between;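 note: Galphao activated as the GDP aluminium fluoride complex binding bead-coupled RGS8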
Bim-Bcl-B = human Bim-Bcl-B interaction inhibition; Q9HD36; bead-based flow cytometry, Bim peptide-Bcl-B binding; inhibition, % at 10 µM; 190,000 compounds, 0.073% hits;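 note: 0% = tracer peptide without compound and 100% = reference inhibitor peptide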
Mcl-1 Bim block = inhibitors of Bim-Mcl-1 interaction, human; Bead-based flow cytometry, Bim peptide-Mcl-1 binding; inhibition, % at 10 µM; 190,000 compounds, 0.1% hits;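 note: 0% = no compound tracer wells and 100% = peptide blocker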
Bim-Bcl-W = human Bim-Bcl-W interaction inhibition | bead-based flow cytometry, Bim peptide-Bcl-W binding | inhibition, % at 10 µM | 190,000 compounds, 0.02% hits;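 note: 0% = bound tracer without compound and 100% = peptide blocker; higher means less fluorescent Bim peptide bound to Bcl-W beads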
Target sequence (Q92843 whole entry, looked up): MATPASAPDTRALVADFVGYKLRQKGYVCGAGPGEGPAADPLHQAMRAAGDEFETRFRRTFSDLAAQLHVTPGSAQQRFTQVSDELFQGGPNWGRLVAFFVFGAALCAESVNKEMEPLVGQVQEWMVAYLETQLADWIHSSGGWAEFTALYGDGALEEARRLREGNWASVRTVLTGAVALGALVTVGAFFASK
RGS4-Gao reg = human RGS4-Galphao interaction regulation. P09471. Multiplexed bead flow cytometry, RGS4-Galphao binding; actives lie on both sides. binding response (% of control), % at 10 µM. 220,000 compounds, 0.33% hits. AID 1415; in the data active = binding response below about 49% or above about 150%; inactive = in between;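 note: fluorescent Galphao activated with aluminum fluoride binding bead-coupled RGS4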
Mcl1-Bid inh = Mcl-1/Bid interaction inhibition | TR-FRET Mcl-1/Bid-Dy647 peptide binding, 1536-well | inhibition, % at 21.7 µM | 220,000 compounds, 0.97% hits | AID 1021;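 active = compounds that cut the binding signal by more than half at the single screening dose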;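 note: His-tagged Mcl-1 with europium anti-His antibody binding Bid BH3 peptide; 0% = Mcl-1 plus peptide wells and 100% = peptide-only wells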
Bfl-1 Bim block = inhibitors of Bim-Bfl-1 interaction, human; Q16548; Bead-based flow cytometry, Bim-Bfl-1 binding inhibition; inhibition, % at 10 µM; 190,000 compounds, 0.12% hits; AID 1008;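 note: 0% = wells without compound plus tracer and 100% = blocker peptide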
Bcl-XL Bim block = disrupts Bim peptide binding to human Bcl-XL. Q07817. bead flow cytometry, fluorescence. inhibition, % at 10 µM. 190,000 compounds, 0.04% hits. AID 1007
* marks the source's active call; other numbers are inactive results; ? = inconclusive; . = not tested or not shown. Cut-off read from the data, not from the text of the source, unless noted: active = inhibition above about 40%.

Bim-Bcl-2	RGS7-Gao	Mcl1-Noxa inh	RGS8-Gao reg	compound	Bim-Bcl-B	Mcl-1 Bim block	Bim-Bcl-W	RGS4-Gao reg	Mcl1-Bid inh	Bfl-1 Bim block	Bcl-XL Bim block
.	?	-2	101	COC(=O)c1sccc1NC(=S)NCc1ccc(Cl)cc1	.	.	.	99	-55	.	.
-1	99	3	102	COc1ccc(-n2cc(-c3ccccc3)c3c(N4CCOCC4)ncnc32)cc1	-8	-5	-4	103	-42	-5	-2
-2	112	-1	111	S=C(NCCCN1CCOCC1)Nc1ccc(Cl)c(Cl)c1	-13	-4	-5	112	-24	-11	-5
-6	94	24	99	Fc1ccc(NC(=S)Nc2cccc(Cl)c2)cc1	-6	-2	-1	97	-64	-4	-6
-3	96	-8	98	Cc1sc2ncnc(NCC(c3ccco3)N(C)C)c2c1C (centres undefined)	0	0	0	99	49	-3	-2
0	98	17	103	N=C(N)SCc1ccc(Cl)cc1Cl	-3	-1	-4	100	24	-1	-4
-2	99	4	101	Cc1cc(SCC(=O)OCC(=O)NCC2CCCO2)c(C)cc1Br (centres undefined)	-2	1	0	102	-3	-3	-3
.	?	-6	98	O=c1oc(-c2ccccc2F)nc2scc(-c3ccccc3)c12	.	.	.	103	-4	.	.
0	101	0	100	CCOC(=O)c1sc(NC(=O)c2ccc(OC)cc2)nc1C	-4	0	-1	101	-7	-6	0
-2	?	23	100	FC(F)(F)c1ccc2c(c1)n(Cc1ccccc1)c1[n+]2CCCCC1	-4	0	0	109	-25	-5	1
0	97	14	100	Cc1ccc(C2C(C#N)=C(N)SC(N)=C2C#N)c(C)c1	-3	-3	-2	95	-161	1	-3
.	?	-5	89	CC1(C)CC(N2CCN(CCO)CC2)=CC(=S)N1	.	.	.	91	-40	.	.
.	?	-8	101	O=S(=O)(c1cccs1)N1CCN(c2ccnc3cc(Cl)ccc23)CC1	.	.	.	101	-12	.	.
0	91	-9	94	COc1cccc(C2Nc3ccccc3C(=O)N2O)c1O (centres undefined)	-2	0	-1	92	-18	1	-2
-2	?	13	101	CCOc1nc(C)cc(C)c1S(=O)(=O)c1ccc(Cl)cc1	-6	-1	-3	104	-28	-5	-4
4	?	7	100	CC(C)(C)NC(=O)/C=C/c1cccs1	3	0	1	99	-12	6	-1
-3	99	8	101	O=[N+]([O-])c1ccc(Cl)cc1N1CCCC1	-2	-1	-2	104	-32	-3	-5
3	93	9	95	COc1nccnc1NS(=O)(=O)c1ccc(NC(=S)NC(=O)/C=C/c2ccc(F)cc2)cc1	2	1	0	93	-52	0	-2
-4	95	10	90	C=CCn1c(Cc2cccs2)nnc1SCC(=O)c1ccc2ccccc2c1	-2	-4	0	95	-51	-1	-17
-2	103	4	102	O=C(OCC(=O)N1CCN(C(=O)c2ccco2)CC1)c1cc(=O)c2ccccc2o1	-4	2	1	100	-10	-4	-2
-4	103	-12	102	CC(=O)Nc1ccc(S(=O)(=O)N(C)Cc2ccccc2)cc1	-3	-2	-2	106	-3	-7	-1
-1	102	29	102	Cc1ccc(S(=O)(=O)NNC(=O)C(=O)NNS(=O)(=O)c2ccc(C)cc2)cc1	0	0	-1	101	-37	-3	-1
.	?	19	102	O=C1c2ccccc2N2C(=O)c3ccccc3C2N1Cc1ccccc1 (centres undefined)	.	.	.	101	-21	.	.
-4	?	4	104	COc1ccc(OCCC(=O)OCC(=O)NCCC2=CCCCC2)cc1	-3	0	0	102	-17	-4	-2
-2	99	21	97	Cc1ccc2cccc(OCC(=O)Nc3ccc4c(c3)OCO4)c2n1	-4	0	-2	98	-9	-6	-3
-6	102	0	103	O=S(=O)(c1cccs1)N1CCc2ccccc2C1	-6	-4	-3	103	-2	-10	-3
0	106	3	98	COC(=O)C1=CN(CC2CCCO2)C=C(C(=O)OC)C1c1cc(OC)c(OC)c(OC)c1 (centres undefined)	-2	0	-1	98	-17	1	0
-1	121	-2	113	CC(C)N1CCC(N2CCN(C3CCCCCC3)CC2CCO)CC1 (centres undefined)	-10	-2	-2	115	-24	-5	-4
-2	101	25	99	COc1ccc(N2C(C)=CS/C2=C(/C#N)c2nnc(N3CCOCC3)n2-c2ccccc2)cc1	-4	-2	0	99	16	0	-1
-1	100	-5	104	O=C(NN=C(Cc1ccccc1)Cc1ccccc1)c1ccc(F)cc1	-3	-3	-1	102	-21	1	0
0	98	5	101	CC(=O)Oc1ccc2oc(=O)c3c(c2c1)CCCN3C(=O)CN1CCN(c2ncccn2)CC1	4	5	7	99	0	-4	2
-5	?	19	101	COc1ccc(Cl)cc1NC(=S)NCc1cccnc1	-9	-2	-8	101	-37	-4	-2
-7	100	7	94	O=C(Nc1ccc2sccc2c1)c1ccc(Cl)s1	-7	-2	-7	93	82*	-9	-8
-2	103	5	100	Cc1nnc(NC(=O)c2csc3c2CCCC3)s1	-1	-1	0	102	-12	-5	-3
-10	97	-7	101	Cc1cccc(-c2nsc(SCC(=O)N3CCCC3)n2)c1	-7	0	0	103	-9	-7	-2
-4	101	-6	101	CC12CCC(=O)N1c1ccccc1C(=O)N2c1ccccc1 (centres undefined)	-3	1	-2	102	-8	-1	-1
3	99	-1	103	CCOC(=O)c1cc2occc2n1CC(=O)NCCOC	0	2	0	102	-19	1	-2
-8	96	7	104	CCOC(=O)N1CCN(Cc2nc3c(c(=O)n(C)c(=O)n3C)n2Cc2ccc(F)cc2)CC1	-3	-1	0	95	-4	-3	-4
-2	100	-2	101	O=C(c1ccc(Cl)c([N+](=O)[O-])c1)N(Cc1ccccc1)C1CCS(=O)(=O)C1 (centres undefined)	-9	-9	-8	98	-24	0	-16
3	99	36	100	Nc1ccc(Br)c2c1C(=O)c1ccccc1C2=O	-2	1	0	96	-5	1	5
-12	98	3	103	COc1ccccc1Nc1nc(N)nc(CN2CCN(c3ccccc3F)CC2)n1	-8	-3	3	102	12	-12	-13
-8	98	-2	101	COCCNC(=O)CSc1ccc(C)cc1	-10	-4	2	100	-15	-14	-7
0	101	-3	104	COc1ccccc1NC(=O)CSc1nc2ccccc2c(=O)n1CCNC(C)=O	0	1	0	102	1	-6	-1
-3	97	-7	106	COCCCn1c(SCC(=O)Nc2ccc(C)cc2)nc2ccccc2c1=O	0	-3	-2	99	-8	0	-6
-2	104	-5	101	CCn1c(C2CCN(S(=O)(=O)c3ccc(OC)cc3)CC2)n[nH]c1=S	-12	-4	-3	99	-52	-5	-4
-1	104	10	103	CCN(CC)S(=O)(=O)c1ccc(N2CCOCC2)c(NC(=O)c2ccc3ccccc3c2)c1	-1	-3	-1	104	-30	-1	-4
0	102	48	100	CC(C)C(c1nnnn1C(C)(C)C)N1CCN(Cc2cccnc2)CC1 (centres undefined)	-3	4	-2	102	41	-4	0
.	?	-23	99	COc1ccc(-c2ncnc(C(F)(F)F)c2-c2csc(C)n2)c(O)c1	.	.	.	102	-33	.	.
2	94	9	94	COC(=O)c1cc(OC)c(OC)cc1NC(=O)Cn1nnc(-c2ccccc2Cl)n1	2	2	0	96	13	3	0
2	94	74*	103	Cc1ccc(/C=C/C(=O)NCc2ccccn2)o1	-11	-8	0	97	-75	4	-6
1	99	.	101	COCn1c(-c2ccc(OC)c(OC)c2)nc2ccccc21	2	0	2	96	.	-2	-2
-8	97	-2	99	COc1ccc(-c2c(C)nn(-c3ccccc3)c2N)cc1	-13	-4	0	100	-27	-15	-10
0	102	-9	103	O=C1N/C(=C/c2cccs2)C(=O)N1Cc1ccccc1F	0	3	-2	103	-15	-3	-3
-12	102	16	103	N#CC1=C(N)S[C@@H](C(=O)c2ccc(F)cc2)[C@@H]1c1cccs1	-12	-4	-7	100	-12	-4	-4
-5	93	-4	96	Fc1ccccc1OCC1CCCN(Cc2nc(CC3CC3)no2)C1 (centres undefined)	0	-2	0	93	-13	-7	-1
-8	91	10	95	Cc1c(Cl)cccc1N(CC(=O)O)S(C)(=O)=O	-6	0	-3	95	-5	-13	-7
-6	110	9	108	Cc1ccc(C#CC[N+]2(CC#Cc3ccc(C)cc3)CCCCC2)cc1	-12	-9	-5	109	-1	-6	-10
-2	93	20	96	O=C(O)CCC(NS(=O)(=O)c1ccc(N2CCCC2=O)cc1)C(=O)O (centres undefined)	-5	-12	-6	96	-7	-8	-4
-3	95	-1	92	CSc1ccccc1C(=O)C1CCCN(C(=O)CCN2CCCO2)C1 (centres undefined)	-2	-5	-3	83	-44	0	-3

Molecules shown so far containing fluorine (eleven):
Bim-Bcl-2	RGS7-Gao	Mcl1-Noxa inh	RGS8-Gao reg	compound	Bim-Bcl-B	Mcl-1 Bim block	Bim-Bcl-W	RGS4-Gao reg	Mcl1-Bid inh	Bfl-1 Bim block	Bcl-XL Bim block
-6	94	24	99	Fc1ccc(NC(=S)Nc2cccc(Cl)c2)cc1	-6	-2	-1	97	-64	-4	-6
.	?	-6	98	O=c1oc(-c2ccccc2F)nc2scc(-c3ccccc3)c12	.	.	.	103	-4	.	.
-2	?	23	100	FC(F)(F)c1ccc2c(c1)n(Cc1ccccc1)c1[n+]2CCCCC1	-4	0	0	109	-25	-5	1
3	93	9	95	COc1nccnc1NS(=O)(=O)c1ccc(NC(=S)NC(=O)/C=C/c2ccc(F)cc2)cc1	2	1	0	93	-52	0	-2
-1	100	-5	104	O=C(NN=C(Cc1ccccc1)Cc1ccccc1)c1ccc(F)cc1	-3	-3	-1	102	-21	1	0
-8	96	7	104	CCOC(=O)N1CCN(Cc2nc3c(c(=O)n(C)c(=O)n3C)n2Cc2ccc(F)cc2)CC1	-3	-1	0	95	-4	-3	-4
-12	98	3	103	COc1ccccc1Nc1nc(N)nc(CN2CCN(c3ccccc3F)CC2)n1	-8	-3	3	102	12	-12	-13
.	?	-23	99	COc1ccc(-c2ncnc(C(F)(F)F)c2-c2csc(C)n2)c(O)c1	.	.	.	102	-33	.	.
0	102	-9	103	O=C1N/C(=C/c2cccs2)C(=O)N1Cc1ccccc1F	0	3	-2	103	-15	-3	-3
-12	102	16	103	N#CC1=C(N)S[C@@H](C(=O)c2ccc(F)cc2)[C@@H]1c1cccs1	-12	-4	-7	100	-12	-4	-4
-5	93	-4	96	Fc1ccccc1OCC1CCCN(Cc2nc(CC3CC3)no2)C1 (centres undefined)	0	-2	0	93	-13	-7	-1
